# Screens as filed in PubChem.
# FBPA coupling cs – qHTS Assay for Inhibitors of Fructose-1,6-bisphosphate Aldolase from Giardia Lamblia: Coupling assay counterscreen; coupling enzyme system counterscreen, AmpLite Red fluorescence; activity change, negative = inhibition, % at 58.2 µM, hits read low; 290,000 compounds, 0.67% hits; in the data active = activity change below about -30%; also: % is scaled to controls: 0 for no effect and ±100 for the full control effect
#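 Activity here indicates interference with the coupling reaction, not aldolase inhibition. Compounds at 57.5 uM final met coupling enzymes for 10 min at RT; substrate and AmpLite Red detection followed, with a 525/598 nm fluorescence read after 20 min.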
# Integrin act MD – qHTS for Activators of Integrin-Mediated Alleviation for Muscular Dystrophy; Potency, µM (series often up to 38.3 µM), inactives show at the top dose activation, actives largely listed as activators; AID 624291, 2012; 350,000 compounds, 0.064% hits; alpha7betagal myoblasts, beta-gal FDG fluorescence, 48 h;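 also: potency is read from the fitted curve at half-maximal effect; 100% = response of the positive control SU9516; nearly all actives have a fitted effect of over 60% in size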
#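 alpha7betagal+/- myoblasts (passage 13, 250/well) treated 48 h at 37C with compounds at 1:260 dilution of DMSO stock. Lysed, then beta-galactosidase activity read as FDG fluorescence (ex 480/em 540) after 30 min, with pre-read for autofluorescence.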
# MBNL1 CUG block – qHTS Assay for Inhibitors of MBNL1-poly(CUG) RNA binding; Muscleblind-like protein 1 (Homo sapiens), Q9NR56; TR-FRET MBNL1-His/biotin-(CUG)12 binding, 665/545 ratio; Potency, µM (series often up to 57.5 µM), for inactives: top-dose activity change, negative = inhibition, usual class: inhibitors; 280,000 compounds, 0.036% hits; AID 2675, 2010; active = well fitted inhibition curve with a large enough effect in the signal ratio, with a control signal flat, not every such curve was filed as active; inconclusive = small, poorly fitted or top-dose-only effect, or effect the other way, or a change in a side signal; inactive = no such curve, though single readings can be large or run the other way; the % refers to the signal ratio; also: potency is read from the fitted curve at half-maximal effect; % is scaled to controls: 0 for no effect and ±100 for the full control effect
# Target sequence (Q9NR56 whole entry, looked up): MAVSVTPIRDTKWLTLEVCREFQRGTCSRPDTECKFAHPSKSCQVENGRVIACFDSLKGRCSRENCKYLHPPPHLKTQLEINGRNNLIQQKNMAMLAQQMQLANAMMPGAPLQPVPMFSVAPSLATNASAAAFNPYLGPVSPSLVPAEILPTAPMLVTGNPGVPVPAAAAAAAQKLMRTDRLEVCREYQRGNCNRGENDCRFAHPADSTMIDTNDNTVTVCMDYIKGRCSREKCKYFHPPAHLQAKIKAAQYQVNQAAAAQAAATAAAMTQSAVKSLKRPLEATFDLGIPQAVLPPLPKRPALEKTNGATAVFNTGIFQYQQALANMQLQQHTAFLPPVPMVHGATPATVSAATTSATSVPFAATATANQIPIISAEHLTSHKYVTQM
#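 Compounds (final 92 nM to 58 uM) are added to His-tagged MBNL1 and biotin-(CUG)12, then terbium anti-His antibody and streptavidin-XL665 (5 nM final). After 60 min at room temperature, the 665/545 nm ratio is read.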
# A-T KAP1 phos – qHTS Assay for Identifying a Potential Treatment of Ataxia-Telangiectasia; […] A-T fibroblasts, KAP-1 phosphorylation AlphaLISA; neocarzinostatin DNA damage 30 min before lysis; 320,000 compounds, 0.19% hits; Potency, µM (titrated, usually from 57.5 µM), for inactives: at the highest dose activation, hits mostly activators; also: potency is read from the fitted curve at half-maximal effect; % of control where 0% means no effect; nearly all actives have a fitted effect of over 45% in size
#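 hTERT-immortalized A-T patient fibroblasts ([…]), 500 cells/well in OPTI-MEM, 1% FBS, got compounds for 60 min, then NCS for 30 min at 37C. Lysates were then assayed for phospho-KAP-1 by AlphaLISA (anti-pKAP1 donor, anti-KAP1 acceptor beads), 6 hr at 25C.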
# GALK inh – qHTS Assay for Inhibitors of Human Galactokinase (GALK). Purified GALK, Kinase-Glo residual ATP luminescence. Potency, µM (titrated, usually from 57.5 µM), for the others: at the highest dose activity change, negative = inhibition, hits mostly inhibitors. 270,000 compounds, 0.007% hits. AID 1868, 2009; also: potency is read from the fitted curve at half-maximal effect; % is scaled to controls: 0 for no effect and ±100 for the full control effect
#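 GALK at 5 nM final was combined with compound, 35 uM ATP and 100 uM galactose in HEPES pH8.0 with MgCl2 and DTT. The reaction ran one hour at room temperature before luminescent ATP detection.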
# TRPV1 agonist – HTS Assay for Compounds that Act as Agonists of the Vanilloid Receptor 1 | TRPV1-expressing cells, Fluo-8 calcium influx, agonist mode | activation, % at 8.33 µM | 320,000 compounds, 0.19% hits | AID 540275, 2011; in the data active = activation above about 80%; inconclusive = between about 30% and that limit; also: 0% is about no effect
#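 TRPV1-expressing cells were cultured overnight at 35.5C and loaded with Fluo-8 calcium dye for 40 to 90 min at room temperature. After a 10 s baseline, compound was added and calcium influx was read kinetically for 3 min (ex 480/em 520 nm).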
# KCNH2 3.1 inh – qHTS for Inhibitors of KCHN2 3.1: Mutant qHTS; Potassium voltage-gated channel subfamily H member 2, brain isoform KCNH2 3.1 (human); U2OS KCNH2 3.1, thallium flux FluxOr; stronger effect = lower value; activity change, % (tested at about 1.8 µM); 340,000 compounds, 0.95% hits; AID 720553, 2013;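 active = maximum activity change below -70%; inconclusive = maximum activity change from -70% to -50%; inactive = maximum activity change above -50%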;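 also: thallium influx rate constant from kinetic fluorescence after stimulation buffer; % is scaled to controls: 0 for no effect and ±100 for the full control effect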
#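 Steps: virus added to U2OS suspension (4 h, RT, dark); medium with 10% FBS added, cells plated, 37 C overnight; FluxOr/Red40 loading buffer 45 min RT; stimulation buffer, 2 min kinetic read; rate constant normalized.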
# ASM inhibitor – Inhibitors of Secretory Acid Sphingomyelinase (S-ASM): qHTS; Sphingomyelin phosphodiesterase (Homo sapiens), P17405; placental ASM, HMU-PC fluorogenic substrate, 60 min; Potency, µM (highest dose often 57.5 µM), without a hit: at the top dose activity change, negative = inhibition, hits mostly inhibitors; 340,000 compounds, 0.006% hits; AID 504937, 2011; also: potency is read from the fitted curve at half-maximal effect
# Target sequence (P17405 47-631 limits assumed): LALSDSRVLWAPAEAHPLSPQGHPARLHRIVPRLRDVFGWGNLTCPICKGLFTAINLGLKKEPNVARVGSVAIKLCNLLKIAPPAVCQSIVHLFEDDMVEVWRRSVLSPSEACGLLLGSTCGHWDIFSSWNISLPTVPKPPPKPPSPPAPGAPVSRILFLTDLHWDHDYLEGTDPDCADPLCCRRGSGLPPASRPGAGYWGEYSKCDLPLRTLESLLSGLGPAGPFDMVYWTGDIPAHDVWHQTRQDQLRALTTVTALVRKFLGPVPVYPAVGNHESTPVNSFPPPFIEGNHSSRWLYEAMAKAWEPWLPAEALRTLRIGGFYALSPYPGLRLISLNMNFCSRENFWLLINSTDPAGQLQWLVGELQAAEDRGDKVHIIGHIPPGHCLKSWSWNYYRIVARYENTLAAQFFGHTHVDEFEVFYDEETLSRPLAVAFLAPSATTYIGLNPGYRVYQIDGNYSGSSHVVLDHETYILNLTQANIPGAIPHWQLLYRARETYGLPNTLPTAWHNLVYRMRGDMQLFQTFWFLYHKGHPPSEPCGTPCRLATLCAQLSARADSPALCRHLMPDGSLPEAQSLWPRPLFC
#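 qHTS format. ASM enzyme prepared from human placenta hydrolyses the fluorogenic substrate HMU-PC0 (9 uM final) over 60 min at 37 °C after a 10 min compound preincubation.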
# CXXC DNA block – qHTS Fluorescence Polarization Assay for Inhibitors of MLL CXXC domain - DNA interaction | MLL-CXXC / FITC-HOXA9 DNA fluorescence polarization | 290,000 compounds, 0.037% hits | Potency, µM (doses to about 115 µM), for the others: top-dose activity change, negative = inhibition, most hits filed as inhibitors | Histone-lysine N-methyltransferase 2A (Homo sapiens), Q03164; active = well fitted inhibition curve with a large enough effect in the polarisation, with a control signal flat, not every such curve was filed as active; inconclusive = small, poorly fitted or top-dose-only effect, or effect the other way, or a change in a side signal; inactive = no such curve, though single readings can be large or run the other way; the % refers to the polarisation; also: potency is read from the fitted curve at half-maximal effect
#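 Purified MLL-CXXC (added from a 7 uM solution) was preincubated 5 min at ambient with pinned compounds in 50 mM Tris-HCl pH 7.5, 50 mM NaCl, 1 mM DTT, 0.05% BSA. Fluorescein-labeled HOX-A9 DNA (50 nM solution) followed, 30 min, then polarization read.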
# hERG WT inh – qHTS for Inhibitors of KCHN2 3.1: Wildtype qHTS; U2OS, BacMam KCNH2, thallium flux FluxOr; stronger effect = lower value; Voltage-gated inwardly rectifying potassium channel KCNH2 (Homo sapiens), Q12809; 340,000 compounds, 0.37% hits; activity change, % at 1.84 µM;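 active = maximum activity change below -70%; inconclusive = maximum activity change between -70% and -50%; inactive = maximum activity change above -50%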; also: % is scaled to controls: 0 for no effect and ±100 for the full control effect
#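 U2OS cells were transduced with wild-type KCNH2 virus (2.03 x 10^8 / mL) for 4 h at room temperature, then cultured overnight at 37 C. Thallium flux was read with FluxOr dye. Rate constants were normalized to DMSO controls.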
# Numbers without * were called inactive; ? = inconclusive; . = no result given; & = joins results of further samples; [ ] = dose if it differs, or a comment. Unless noted, calls follow the shape of the dose curve; as a rule, active = well fitted curve in the direction sought with a large enough effect; inconclusive = small, poorly fitted or top-dose-only effect, or another doubt; inactive = no such curve, though single readings can be large; an effect the other way counts as inactive or inconclusive. An excerpt (hit frequency here may not be typical).
SMILES,FBPA coupling cs,Integrin act MD,MBNL1 CUG block,A-T KAP1 phos,GALK inh,TRPV1 agonist,KCNH2 3.1 inh,ASM inhibitor,CXXC DNA block,hERG WT inh
C[C@H](CCC(=O)O)[C@H]1CC[C@H]2[C@@H]3C(=O)C[C@@H]4CC(=O)CC[C@]4(C)[C@H]3CC(=O)[C@]12C,1,.,-44%,10%,-1%,-8,-2,2%,4%,0
Cc1cc(OCC(=O)Nc2cc(C)nn2-c2ccccn2)c2c3c(c(=O)oc2c1)CCC3,1,.,1%,20%,1%,-2,.,.,-2%,.
C=Cn1ccnc1P(=S)(c1nccn1C=C)c1nccn1C=C,3,14%,-9%,-5%,-1%,-1,4,0%,-6%,-14
C/C=C(\C)C(=O)N[C@@H](c1ccccc1)[C@@H](O)C(=O)O[C@H]1C[C@@]2(O)[C@@H](OC(=O)c3ccccc3)C3[C@](C)(C(=O)[C@H](OC(C)=O)C(=C1C)C2(C)C)[C@@H](O)C[C@H]1OC[C@@]31OC(C)=O (some centres undefined),-1&0,-31%,-6%,-10%,.,-1,-2,-12%,0%,-1
CCC(=O)c1ccc(OC)c(OC)c1,0,-3%,-7%,9%,3%,2,-2,-1%,-6%,-5
CC12Cc3cn[nH]c3C=C1CCC1C2CCC2(C)C1CCC2(C)O (centres undefined),.,-16%,.,.,.,.,-4,-17%,.,5
CC(C)CCn1c(=O)c(C(=O)Nc2ccccc2S(N)(=O)=O)c(O)c2ccccc21,3,-39%,-5%,-13%,0%,2,-6,-1%,-1%,-1
CCOc1ccc(N=C2SCCCN2C)cc1,1,12%,-6%,.,0%,-1,0,3%,8%,5
O=c1c2ccccc2nc(-c2ccccc2F)n1-c1ccccc1,4,-8%,-1%,7%,0%,18,13,4%,-7%,-3
C(=NC1CCCCC1)c1c[nH]c2ccccc12,.,4%,.,.,.,.,12,-2%,.,-4
CCCOP(=O)(O)c1c([N+](=O)[O-])cc(C(F)(F)F)cc1[N+](=O)[O-] (tested in a mixture with another compound),-2,12%,7%,10%,-2%,-2,11,0%,4%,7
O=C1NC(c2cccnc2)Nc2sc3c(c21)CCCC3 (centres undefined),-1,-17%,12%,6%,-2%,-2,6,52%,-5%,-2
Cc1ccc(-n2c(CNCc3ccc(F)cc3)nc3ccccc3c2=O)cc1,-1,-14%,-2%,-11%,-2%,5,-16,0%,11%,0
COc1cc(C)cc2oc(=O)c(CC(=O)N3C[C@H]4C[C@@H](C3)c3cccc(=O)n3C4)c(C)c12,0,-16%,20%,-12%,.,0,7,3%,0%,-14
Cc1ccsc1C(=O)C1CCCN(Cc2c(C)nn(C(C)C)c2C)C1 (centres undefined),1,?,32µM*,-6%,2%,3,7,1%,-7%,3
Cc1cc(C(=O)O)oc(=O)c1,6,-1%,7%,-2%,.,-7,8,-1%,39%[activator],4
COc1ccc(C=O)cc1,.,.,.,-1%,.,2,-5,0%,.,-1
C[C@]12CCC3C(CC[C@@H]4[C@H]5O[C@H]5CC[C@]34C)C1CC[C@@H]2O (some centres undefined),.,-4%,.,.,.,.,-18,-3%,.,0
CN(C)C(Cc1ccccc1)C(=O)c1ccccc1 (centres undefined),2,9%,15%,-7%,0%,7,-6,-3%,5%,3
Clc1ccc(CCC(Cn2ccnc2)Sc2c(Cl)cccc2Cl)cc1 (centres undefined),.,.,.,30%,.,-3,?,-4%,.,29
Cc1cc(OC(=O)N(C)C)nc(SCc2c(Cl)cccc2Cl)n1,2,?,0%,10%,8%,19,-8,4%,5%,-2
COc1ccc(-n2c(O)c(C=Nc3c(C)n(C)n(-c4ccccc4)c3=O)c(=O)[nH]c2=O)cc1,-3,18%,10%,-7%,-2%,1,11,4%,7%,1
O=C(C1CC(=O)N(C2CCCCC2)C1)N1CCC2(CC1)OCCO2 (centres undefined),-1,15%,-7%,-6%,2%,12,0,4%,0%,3
N#Cc1ccc(C(=O)N2Cc3cnnn3-c3ccccc3C2C#N)cc1 (centres undefined),.,8%,.,.,.,.,24,-4%,.,1

# No new results follow: an excerpt of the list.
SMILES,FBPA coupling cs,Integrin act MD,MBNL1 CUG block,A-T KAP1 phos,GALK inh,TRPV1 agonist,KCNH2 3.1 inh,ASM inhibitor,CXXC DNA block,hERG WT inh
Cc1cc(OC(=O)N(C)C)nc(SCc2c(Cl)cccc2Cl)n1,2,?,0%,10%,8%,19,-8,4%,5%,-2
COc1ccc(-n2c(O)c(C=Nc3c(C)n(C)n(-c4ccccc4)c3=O)c(=O)[nH]c2=O)cc1,-3,18%,10%,-7%,-2%,1,11,4%,7%,1
O=C(C1CC(=O)N(C2CCCCC2)C1)N1CCC2(CC1)OCCO2 (centres undefined),-1,15%,-7%,-6%,2%,12,0,4%,0%,3
N#Cc1ccc(C(=O)N2Cc3cnnn3-c3ccccc3C2C#N)cc1 (centres undefined),.,8%,.,.,.,.,24,-4%,.,1

# (listing goes on)
SMILES,FBPA coupling cs,Integrin act MD,MBNL1 CUG block,A-T KAP1 phos,GALK inh,TRPV1 agonist,KCNH2 3.1 inh,ASM inhibitor,CXXC DNA block,hERG WT inh
O=C(N/N=C/c1cccc([N+](=O)[O-])c1)c1cnccn1,-3,-6%,?,-1%,0%,1,9,4%,16%,3
COc1cc(CCN)ccc1O,.,.,.,2%,.,-3,-8,4%,-5%,3
COC(=O)C1=C(c2ccc(OC)c(OC)c2)C[C@@H]2CC[C@H]1N2C(=O)NCCCOC(C)C,.,29%,.,-2%,.,-3,-4,4%,.,-11
O=C(c1ccc2c(c1)OCO2)C1CCCN(Cc2c(F)cccc2Cl)C1 (centres undefined),.,-36%[inhibitor],5%,1%,4%,?,-13,3%,-7%,2
Cn1cccc1C1CCCN1CC(=O)Nc1ccc(C#N)c(Cl)c1 (centres undefined),.,1%,.,9%,.,.,-21,-1%,.,-6
CCOC(=O)C1=C(C)OC(N)=C(C(=O)OCC)C12C(=O)Nc1ccc(Br)cc12 (centres undefined),0,-36%,-3%,2%,0%,0,-2,-7%,6%,-2
COc1ccc2[nH]c3c(c2c1)CCNC3C (centres undefined),-1,-27%,7%,-1%,-3%,0,12,5%,2%,1
Cc1ccc(C2CC3CCC(C2)N3Cc2ccccc2F)cc1 (centres undefined),0,-26%,-5%,10%,1%,-2,-12,0%,0%,60
N/C(=N\[N+](=O)[O-])NCCCC(NC(=O)CNC(=O)c1ccccc1)C(=O)O (centres undefined),1,2%,-6%,5%,9%,0,-3,1%,9%,2
C[N+]1(C)[C@@H]2CC[C@H]1CC(OC(=O)C(c1ccccc1)c1ccccc1)C2 (some centres undefined),2,-38%,-4%,2%,-2%,-2,-9,1%,11%,18
COc1ccc(OCC(=O)N2CCN(C3CCC(c4ccccc4)CC3)CC2)cc1 (centres undefined),2,-7%,7%,2%,0%,10,.,4%,-3%,48
COc1ccccc1-n1c(Cc2ccccc2)nc2ccccc2c1=O,1,23%,15%,7%,-2%,10,14,1%,0%,-12
CC(=O)O[C@H]1CCC2C3CC[C@H]4[C@@H](O)[C@H](O)CC[C@]4(C)C3CC[C@@]21C (some centres undefined),.,-1%,.,.,.,.,5,-1%,.,7
O=c1[nH]c(=S)n(-c2ccc(F)cc2)c(O)c1/C=N/N1CCOCC1,-3,8%,4%,-2%,0%,13,7,4%,8%,1
CN1CCC(N(C)c2ncnc3ccc(Br)cc23)CC1,0,6%,-1%,-1%,3%,1,-6,1%,-9%,9
COc1ccc(CN2C(=O)NC(=O)/C(=C\c3cc(OC)c(OC)c(OC)c3)C2=O)cc1,-2,-3%,-5%,3%,-2%,0,0,2%,-4%,0
CC1(C)CC(CCNCc2ccc3c(c2)OCO3)(Cc2ccccc2)CCO1 (centres undefined),-6,-55%[inhibitor],-15%,5%,3%,9,-2,0%,6%,7
